CXCR6 block: inhibitors of human CXCR6 receptor | O00574 | CHO-K1 PathHunter CXCR6 beta-arrestin, luminescence | inhibition, % at 20 µM | 360,000 tested, 0.36% active; in the data active means inhibition above about 34%, passing the limit was not always enough;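 further: antagonist mode with CXCL16 agonist at 10 nM final; 0% = 10 nM CXCL16 with DMSO and 100% = unstimulated wells without agonist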
Target sequence (O00574 whole entry, looked up): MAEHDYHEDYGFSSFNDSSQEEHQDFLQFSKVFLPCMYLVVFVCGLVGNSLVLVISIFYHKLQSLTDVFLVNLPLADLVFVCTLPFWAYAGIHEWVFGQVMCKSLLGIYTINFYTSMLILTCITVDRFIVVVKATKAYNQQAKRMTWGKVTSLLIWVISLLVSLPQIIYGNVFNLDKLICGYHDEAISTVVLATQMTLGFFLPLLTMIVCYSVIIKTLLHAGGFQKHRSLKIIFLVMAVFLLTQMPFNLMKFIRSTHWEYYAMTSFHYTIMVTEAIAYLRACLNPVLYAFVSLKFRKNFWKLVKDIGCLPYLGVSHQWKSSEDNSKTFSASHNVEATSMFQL
Active calls of the source: *. Only part of the results is shown, so the mix of outcomes need not match the whole.

SMILES	CXCR6 block
CN(C(=O)c1cccc(NC(=O)Cc2ccc(NC(=O)C3CCCN(C(=O)c4ccccc4)C3)cc2)c1)C1CCCC1 (stereo unspecified)	-5
COc1ccc(Cl)cc1-c1cc(C(=O)Nc2ccc(F)cc2)[nH]n1	2
COc1ccc(C(O)c2ncc(-c3ccccc3C)[nH]2)cc1 (stereo unspecified)	2
O=C1[C@H]2[C@@H](c3ccccc3)N[C@]3(CCCN(Cc4ccc(Cl)cc4)C3=O)[C@H]2C(=O)N1Cc1ccccc1	2
Cc1c(NC(=O)c2nn(C(C)C)c(=O)c3ccccc23)c(=O)n(-c2ccccc2)n1C	-2
CN(C)c1ccc(C=Cc2cnccn2)cc1	1
CCc1nc2ccc(C(=O)NCCOc3ccc(OC)cc3)cn2c1N(C=O)Cc1ccc(OC)cc1	-1
O=C(NCc1ccco1)c1[nH]c(C(F)(F)F)nc1-c1ccccc1	-1
Cc1ccc(NC(=O)NC2OC(=O)c3ccccc32)cc1 (stereo unspecified)	11
C[C@@H](CO)NC(=O)[C@H]1O[C@@H](n2ccc(=O)[nH]c2=O)[C@H](O)[C@@H]1O	-2
CC(=O)Nc1cccc(-c2ccnc3c2CC(C)(C(=O)NCc2ccc(N(C)C)cc2)O3)c1 (stereo unspecified)	2
Clc1cccc(Cc2c(C3CCCCC3)nc3ccc(Cl)cn23)c1	16
CC1(C)CC[C@]2(C(=O)O)CC[C@]3(C)C(=CCC4[C@@]5(C)CC[C@H](O)C(C)(C)C5CC[C@]43C)C2C1 (stereo partly specified)	-7
OCC1OC(n2cnc3c(NCc4ccccc4O)ncnc32)C(O)C1O (stereo unspecified)	-7
Clc1ccc2oc(-c3ccccc3)cc(=NCCCN3CCOCC3)c2c1	3
Cc1cc(C)c(NC(=S)NC(=O)c2ccc(-c3ccccc3)cc2)c(C)c1	18
CCN(CC)c1ncnc2c1ncn2[C@H]1CN(Cc2cc(OC)c(OC)c(OC)c2)C[C@@H](CO)O1	3
O=C(NNC1=Nc2cccc3cccc1c23)c1ccc(Br)cc1	9
COc1ccccc1CNS(=O)(=O)c1cc(C(=O)N(C)Cc2cccnc2)c(Cl)cc1Cl	0
N=c1c(S(=O)(=O)c2ccccc2)cc2c(=O)n3ccccc3nc2n1C1CCCCC1	1
OC(Cc1ccncc1)c1ccccc1Cl (stereo unspecified)	-5
CCN(CC)CCCn1c2c(c(SCC(=O)Nc3cc(C)cc(C)c3)nc1=O)CCC2	1
O=S1(=O)CC(N2CCCC2)CN1Cc1cn(Cc2ccccc2)nn1 (stereo unspecified)	0
C[C@@H]1CN([C@@H](C)CO)C(=O)CCCn2cc(nn2)CO[C@H]1CN(C)S(=O)(=O)c1ccc(Oc2ccccc2)nc1	1
O=C(Nc1ccc(Cl)cc1)Nc1nnc(-c2ccncc2)s1	-12
(more compounds)
SMILES	CXCR6 block
Cn1c(N=Cc2ccc([N+](=O)[O-])cc2)c(N)c(=O)n(C)c1=O	11
O=C(c1cccc(Cl)c1)N1CCN(c2ccc3c(c2)C2CC3CCN2C(=O)OCc2ccccc2)CC1 (stereo unspecified)	17
O=C(O)C(CCc1ccccc1)N1C(=O)c2ccccc2C1=O (stereo unspecified)	2
C[C@@H]1CCCCO[C@@H](CN(C)S(=O)(=O)c2cccs2)[C@@H](C)CN([C@H](C)CO)C(=O)c2cc(NS(=O)(=O)c3ccccc3)ccc2O1	4
C[C@H](CO)N1C[C@H](C)[C@@H](CN(C)C(=O)c2ccccc2)OCc2cn(nn2)CCCC1=O	-8
NC(Cc1ccc(C(F)(F)F)cc1)c1csc(Nc2ccc(S(N)(=O)=O)cc2)n1 (stereo unspecified)	-5
COc1ccc(CNc2nccn3ccnc23)cc1	2
CSc1ccc(C(O)c2ncc(-c3cccc(OCc4ccccc4)c3)[nH]2)cc1 (stereo unspecified)	2
Cc1cccc(-c2c3c(=O)n(C)c(=O)n(C)c3c3nnc4ccccc4n23)c1	10
Cc1ccc(S(=O)(=O)N2CCC(=O)c3ccccc32)cc1	2
Cc1ccc2nc3n(c(=O)c2c1)-c1ncccc1C(=O)NC3Cc1ccc(O)cc1 (stereo unspecified)	-3
CN(C)CC1CCC/C(=C/c2ccc(Cl)cc2)C1=O (stereo unspecified)	35
COc1ccc(CN2CCC2(C)C(=O)NCCc2c[nH]c3ccccc23)c2ccccc12 (stereo unspecified)	-6
Brc1ccc2c(c1)-c1ccccc1C1=NCCN12	-3
C(=N\NC1=Nc2cccc3cccc1c23)/c1ccccn1	-4
CC1Sc2ccc(C(=O)N(CCc3ccccc3)Cc3ccccc3)cc2NC1=O (stereo unspecified)	-1
Cc1cccc(C)c1NC(=O)C1c2ccccc2OCC(=O)N1Cc1cccnc1 (stereo unspecified)	0
c1ccc(C(Nc2cccnc2)c2ccccc2)cc1	4
Cc1cncc(NCc2cccc(Cl)c2)n1	4
CN1C=CC(=O)[C@@H](OC(=O)Nc2ccc(Br)cc2)[C@H]1c1ccccc1Br	-5
COc1cc(OC)c(C=CC(=O)c2ccccc2O)c(OC)c1	8
Cc1ccc(Cc2c(C(C)(C)C)nc3cc(C)c(Br)c(C)n23)cc1	-4
CN(C)C(=O)c1ccc(NC(=O)c2cccc(S(=O)(=O)N3CCN(Cc4ccccc4)CC3)c2)cc1	-5
Cn1c(=S)sc2ccc3ccccc3c21	-5
CS(=O)(=O)Cc1nc2ccccc2n1CC(=O)Nc1cccc(S(=O)(=O)N2CCCC2)c1	2

Given as labelled records: part of the list above
Structure: C[C@H](CO)N1C[C@H](C)[C@@H](CN(C)C(=O)c2ccccc2)OCc2cn(nn2)CCCC1=O
  CXCR6 block: -8
Structure: NC(Cc1ccc(C(F)(F)F)cc1)c1csc(Nc2ccc(S(N)(=O)=O)cc2)n1 (stereo unspecified)
  CXCR6 block: -5

In a second layout: 2 of the compounds above.
CN(C)C(=O)c1ccc(NC(=O)c2cccc(S(=O)(=O)N3CCN(Cc4ccccc4)CC3)c2)cc1
  CXCR6 block: -5

Brc1ccc2c(c1)-c1ccccc1C1=NCCN12
  CXCR6 block: -3

The list goes on.
SMILES	CXCR6 block
CCOc1ccc(CCN2C(=S)N([C@@H](CC(C)C)CN3CCC[C@@H]3CN3C(=S)NC[C@@H]3Cc3ccccc3)C[C@@H]2Cc2ccc(O)cc2)cc1	-2
CCN(CC)CC(O)c1ccc2ccc3ccc(O)cc3c2c1 (stereo unspecified)	-7
CCCOc1ccc(F)cc1-c1cc(C(=O)NC2CCCCC2)[nH]n1	-1
COc1ccc(C(O)c2nc(-c3ccccc3)cs2)cc1 (stereo unspecified)	-6
O=C(O)c1cccc(Oc2ccc(C(=O)O)c([N+](=O)[O-])c2)c1	4
COc1ccc(CC(N)c2csc(NC(=O)Cc3ccccc3)n2)cc1 (stereo unspecified)	-5
COc1ccc(NC(=O)N(C2CCCCC2)C2CCN(C(C)C)CC2)c(OC)c1	-2
CC1C(=O)N(Cc2cn(CCC3OCCO3)nn2)CCS(=O)(=O)N1Cc1ccc(-c2cccc(CO)c2)cc1 (stereo unspecified)	2
COCCNc1nc(Oc2ccccc2)c2sccc2n1	6
O=C(c1ccc2c(c1)OCO2)N1CCCC(c2ccccc2)C1 (stereo unspecified)	0
O=C1NC[C@@H](CCCCN2C[C@H](Cc3ccc(O)cc3)N(CCc3ccccc3)C(=O)C2=O)N(CCc2ccccc2)C1=O	-3
CN(C)CCN(C)C1CN(Cc2ccc([N+](=O)[O-])cc2)S(=O)(=O)C1 (stereo unspecified)	-2
O=C(COc1ccc(CNC[C@H]2O[C@@H](n3ccc(=O)[nH]c3=O)[C@H](O)[C@@H]2O)cc1)Nc1nccs1	-5
COc1ccc(C(CC(=O)O)c2cc(OC)c(OC)c(OC)c2)cc1OC (stereo unspecified)	-1
Nc1nc(N2CCCCC2)c2ncn(C3OC(CO)C(O)C3O)c2n1 (stereo unspecified)	0
C#CCN1C(C)=CC(=O)[C@@H](O)[C@H]1c1ccccc1Br	-2
COc1ccc(Cl)cc1NC(=O)C1CC(c2ccccc2Cl)=NO1 (stereo unspecified)	-7
Cn1ncc(Cl)c1C(=O)N1CCN(C(=O)c2ccco2)CC1	0
COc1cccc(C(NC(C)=O)c2nc(-c3ccccc3)cs2)c1 (stereo unspecified)	1
CC1CN(Cc2cnc(Cl)s2)CC(C)O1 (stereo unspecified)	1
COc1cc(CNc2ncnc3c2ncn3[C@H]2CN(Cc3cccc(C(F)(F)F)c3)C[C@@H](CO)O2)cc(OC)c1OC	4
COc1cccc(C(O)c2nc(-c3cccc(NC(C)=O)c3)cs2)c1 (stereo unspecified)	3
Cc1cn([C@H]2C[C@H](O)[C@@H](CNC(=O)[C@@H]3C[C@H](F)CN3)O2)c(=O)[nH]c1=O	2
CC(NC(=O)C(=O)c1cn(CC(=O)N2CCCC2)c2ccccc12)c1ccccc1 (stereo unspecified)	0
Oc1ccc(Cl)cc1N=Cc1sc2ccccc2c1Cl	-14

3 compounds already listed, arranged by formula weight, high to low:
SMILES	CXCR6 block
CCOc1ccc(CCN2C(=S)N([C@@H](CC(C)C)CN3CCC[C@@H]3CN3C(=S)NC[C@@H]3Cc3ccccc3)C[C@@H]2Cc2ccc(O)cc2)cc1	-2
CN(C)CC1CCC/C(=C/c2ccc(Cl)cc2)C1=O (stereo unspecified)	35
Cn1c(=S)sc2ccc3ccccc3c21	-5

The listing picks up with the 6 entries that preceded the break.
SMILES	CXCR6 block
CC1CN(Cc2cnc(Cl)s2)CC(C)O1 (stereo unspecified)	1
COc1cc(CNc2ncnc3c2ncn3[C@H]2CN(Cc3cccc(C(F)(F)F)c3)C[C@@H](CO)O2)cc(OC)c1OC	4
COc1cccc(C(O)c2nc(-c3cccc(NC(C)=O)c3)cs2)c1 (stereo unspecified)	3
Cc1cn([C@H]2C[C@H](O)[C@@H](CNC(=O)[C@@H]3C[C@H](F)CN3)O2)c(=O)[nH]c1=O	2
CC(NC(=O)C(=O)c1cn(CC(=O)N2CCCC2)c2ccccc12)c1ccccc1 (stereo unspecified)	0
Oc1ccc(Cl)cc1N=Cc1sc2ccccc2c1Cl	-14
N#CCc1c[nH]c2ccc([N+](=O)[O-])cc12	-3
COCCNc1nc2cc(-c3ccccc3OC)sc2c(=O)n1C	3
CC(=O)Nc1ccc(S(=O)(=O)NN=c2sc3ccccc3n2C)cc1N	-8
COc1ccc(NC(=O)Nc2cccs2)cn1	-12
COCC(=O)N(C)C[C@H]1Oc2cc(C#Cc3cccnc3)ccc2S(=O)(=O)N([C@H](C)CO)C[C@H]1C	6
COCCNc1nc(NCc2ccc(NC(C)=O)cc2)c2sccc2n1	5
Cc1ccc2nc(-c3ccccc3)c(Cc3ccccn3)n2c1	1
O=C(c1ccc2c(c1)OCO2)N(Cc1cccs1)C1(C(=O)NC2CCCCC2)CCCCC1	4
NC(=O)NN=C1CCN2CCCc3cccc1c32	6
CCC1SC(CC)C(=O)N(CC(=O)NC2CCCCC2)C1=O (stereo unspecified)	4
O=[N+]([O-])c1ccc(CS(=O)(=O)c2ccc(Cl)cc2)cc1	-8
N#Cc1ccc(-c2nc3ccc(Br)cn3c2Cc2ccccc2C(F)(F)F)cc1	5
CC(=O)Nc1ccc(NCCc2cccs2)cc1	-8
Cc1cc(Cl)ccc1C(O)c1ncc(-c2cccc(F)c2)[nH]1 (stereo unspecified)	-4
CCCn1c(N)c(C(=O)CSc2nnc(Cc3cccs3)n2C2CC2)c(=O)[nH]c1=O	-6
O=C(Nc1ccccc1Cl)c1cc(C2CCCCN2C(=O)C2CCCCC2)on1 (stereo unspecified)	6
OC(c1cc(F)cc(Cl)c1)c1ncc(-c2ccccc2C(F)(F)F)[nH]1 (stereo unspecified)	-2
CC(CC(=O)Nc1ccc2c(c1)c(=O)n(C)n2-c1ccccc1)c1ccccc1 (stereo unspecified)	-7
COCCNc1nc(NC(C)C)nc2ccsc12	-2
O=C(NCc1cccnc1)c1cc(C(=O)NCc2cccnc2)cc([N+](=O)[O-])c1	0
COCCCN1C(=O)C(CC(=O)NC(c2ccccc2)c2ccccc2)CC(C(=O)N2CCOCC2)=C1C (stereo unspecified)	-6
COc1ccc(-c2nc3ccc(Br)cn3c2Cc2ccc(C)cc2)cc1OC	3
CC1(C(=O)Nc2ccccc2Cc2ccccc2)CCN1CCc1ccccc1 (stereo unspecified)	12
CN(C)CCN1CCN(C2CN(Cc3cn(Cc4ccc(F)cc4)nn3)S(=O)(=O)C2)CC1 (stereo unspecified)	5
CCCCNC(=O)C1(C)CCN1C(=O)c1ccc(OC)c(C(F)(F)F)c1 (stereo unspecified)	-2
The list continues.
SMILES	CXCR6 block
CCOC1=C2[C@H](c3ccc(Cl)cc3)N(S(=O)(=O)c3ccc(C)cc3)C[C@H]2n2c(=O)n(-c3ccccc3)c(=O)n2C1	4
COc1ccc(Br)cc1C1NC(=O)c2c(sc3c2CCN(C)C3)N1 (stereo unspecified)	5
CC(C)C[C@H]1CNC(=O)C(=O)N1CC1CCN(CC2CCC(C(C)(C)C)CC2)CC1 (stereo partly specified)	-2
Cc1ccc(OCCNC(=O)[C@H]2O[C@@H](n3cnc4c(N)ncnc43)[C@H](O)[C@@H]2O)cc1C	4
CCOC(=O)/C=C1/SCC(=O)N1CC(=O)Nc1ccccc1OC(F)F	-2
O=C1Nc2ccccc2CN2C(=O)c3cc(Cl)ccc3NC(=O)C12 (stereo unspecified)	-7
COC(=O)Cn1ccnc1[N+](=O)[O-]	-5
CCNC(=O)C1(C)CCN(C(=O)c2ccc(F)cc2Cl)C1 (stereo unspecified)	0
Cc1cc(C)c(S(=O)(=O)Nc2ccccc2)c(C)c1	2
CCOc1ccccc1C(=O)NCC(=O)NCCSc1ccc(Br)cc1	-5
CCc1nc2ccc(C(=O)Nc3cccc(NS(C)(=O)=O)c3)cn2c1N(CC)CCOC	4
COCCNC(=O)C1CCCN(C(=O)c2sc(-c3ccccc3)nc2C)CC1 (stereo unspecified)	0
O=c1[nH]c(C(Cl)Cl)nc2sc3c(c12)CCN(Cc1ccccc1)C3	-4
COC(=O)C(Cc1ccc(O)cc1)NC(=O)Cn1cc(C)c(=O)[nH]c1=O (stereo unspecified)	-7
CC(C)NC(=O)N(C)C[C@H]1OCCCC[C@H](C)Oc2ccc(NC(=O)NC3CCCCC3)cc2C(=O)N([C@H](C)CO)C[C@@H]1C	-1

Compound activity: PubChem, Sanford-Burnham Center for Chemical Genomics
